# C diff HTS = C. difficile growth inhibitors, primary screen, HTS. 86,000 tested, 0.25% active. Clostridium difficile clinical isolate growth, OD600, 24 h; hits give low values. growth activity, negative = inhibition, % at 16 µg/mL (by protocol);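 active = mean growth activity at or below -80% and every replicate also at or below -80%; inconclusive = mean at or below -80% but some replicate above -80%; inactive = mean growth activity above -80%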;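 note: 0% = DMSO wells and -100% = levofloxacin 16 µg/mL wells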
# Pf Dd2 growth = P. falciparum Dd2 growth inhibitors, primary screen, SYBR Green fluorescence, single dose replicates; 72 h; hits give low values; activity change, % at 10 µM; 94,000 tested, 2.3% active; AID 1159554, 2015; in the data active = activity change below about -80%; inconclusive = no clear call, values can overlap the other calls
# Tcruzi prolif = T. cruzi intracellular proliferation inhibitors, primary screen, cell-based, beta-gal Tulahuen parasites, NIH3T3 host, luminescence | inhibition, % at 8.34 µM | T. cruzi beta-gal in NIH3T3, GalScreen luminescence, 90 h | 77,000 tested, 5.9% active;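 active = mean inhibition above about 93%, with at least 55% of replicates each passing it, limit read from the data, passing the limit was not always enough; inconclusive = only one of those two conditions holds; inactive = neither condition holds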
# GASC1 inh = inhibitors of GASC-1 (KDM4C) histone demethylase, primary screen, biochemical, single concentration HTS; 96,000 tested, 0.15% active; Lysine-specific demethylase 4C (Homo sapiens), Q9H3R0; inhibition, % at 12.5 µM; AID 720574, 2013; GST-KDM4C 2-372, H3K9me3 peptide, LANCE TR-FRET;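 active = mean replicate inhibition above about 25%, with at least 55% of replicates also reaching it, limit read from the data, passing the limit was not always enough; inconclusive = only one of those two conditions met; inactive = neither condition met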
# Target sequence (Q9H3R0 2-372 limits assumed): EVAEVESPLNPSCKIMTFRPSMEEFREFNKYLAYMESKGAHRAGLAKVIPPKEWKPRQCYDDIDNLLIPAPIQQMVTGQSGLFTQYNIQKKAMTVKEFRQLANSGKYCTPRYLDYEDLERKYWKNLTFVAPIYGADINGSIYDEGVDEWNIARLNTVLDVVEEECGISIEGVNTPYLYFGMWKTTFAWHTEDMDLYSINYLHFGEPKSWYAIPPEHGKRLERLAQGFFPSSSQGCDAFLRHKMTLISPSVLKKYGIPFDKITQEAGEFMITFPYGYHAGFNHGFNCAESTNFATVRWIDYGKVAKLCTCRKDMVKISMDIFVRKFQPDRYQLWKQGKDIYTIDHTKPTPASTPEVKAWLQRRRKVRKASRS
#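 material = GST-tagged GASC-1 (JMJD2C) catalytic fragment, aa 2-372 | amount = enzyme final amount 10 nM | medium = HEPES buffer, pH 7.5, plus ascorbate | also added = H3K9me3 peptide substrate, Fe(II), 2-oxoglutarate | dosing = single dose | times = 30 min demethylation and 1 h detection at room temperature | detection = LANCE TR-FRET | read-out basis = Fall in 671/618 emission ratio as inhibition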
# * = called active by the depositor; ? = inconclusive; . = not tested or not shown; & = joins results of further samples; ! = not active in a repeat.
SMILES,C diff HTS,Pf Dd2 growth,Tcruzi prolif,GASC1 inh
C[C@@H]1CN([C@H](C)CO)C(=O)c2cc(NC(=O)Cc3ccccc3)ccc2O[C@@H](C)CCCCO[C@H]1CN(C)Cc1ccc2c(c1)OCO2,5,-80,31,-0.1
COc1ccccc1C#Cc1cnc2c(c1)C(=O)N([C@H](C)CO)C[C@@H](C)[C@H](CN(C)C(=O)c1ccc3c(c1)OCO3)O2,9,-55,.,-0.4
Cc1ccc(S(=O)(=O)N(C)C[C@@H]2Oc3ccc(NC(=O)c4ccncc4)cc3C(=O)N([C@H](C)CO)C[C@H]2C)cc1,-1,-23,9,-1.0
O=C(C[C@@H]1CC[C@H]2[C@@H](COC[C@@H](O)CN2C(=O)c2ccncc2)O1)NCc1cc(F)cc(F)c1,.,13,-15,0.6
CN(C)CC(=O)N1C[C@@H]2N[C@H](C1)C2c1ccc(/C=C/c2ccccc2)cc1 (stereo partly drawn),9&3,-91*!,.,-1.1&-5.5
COCC(=O)Nc1ccc2c(c1)OC[C@H](C)N(C(C)=O)C[C@H](C)[C@H](OC)CN(C)C2=O,0,.,-42,-0.1
COCC(=O)N1[C@H](CO)[C@@H](c2ccc(C#Cc3ccccc3F)cc2)[C@@H]1C#N,2,-32,98*,0.1
CCCNC(=O)N1[C@H](CO)[C@H](c2ccccc2)[C@H]1CNC(=O)c1ccccc1,3,9,20,-2.4
C[C@@H]1CN([C@H](C)CO)C(=O)c2cccc(NC(=O)C3CC3)c2O[C@@H]1CN(C)C(=O)Nc1ccc(C(F)(F)F)cc1,6,-62,1,0.8
CN(C)CC(=O)N1CC[C@@H]2[C@@H](CO)N(C)c3ccc(Br)cc3[C@@H]21,-1,16,-9,-0.1
C[C@H]1CN([C@@H](C)CO)C(=O)c2cccc(NC(=O)C3CCCCC3)c2O[C@@H]1CN(C)Cc1ccc(Oc2ccccc2)cc1,.,-52,96,4.7
C[C@@H]1CCCCO[C@H](CN(C)C(=O)c2ccccc2)[C@@H](C)CN([C@H](C)CO)C(=O)c2cc(NC(=O)Nc3ccc(F)cc3)ccc2O1,7,48,57,-0.5
CN1C(=O)c2cc(NC(=O)c3ccccc3)ccc2OC[C@@H]2O[C@H](CC(=O)O)CC[C@@H]21,4,-4,58,1.6
C[C@@H]1CN([C@H](C)CO)C(=O)c2cc(NS(=O)(=O)c3ccccc3)ccc2O[C@H]1CN(C)S(=O)(=O)c1ccc(Cl)cc1,.,-18,11,-0.8
Cc1ccc(S(=O)(=O)N(C)C[C@H]2Oc3c(cccc3N(C)C)C(=O)N([C@H](C)CO)C[C@@H]2C)cc1,6,0,?,-1.0
Cc1cc(C(=O)Nc2ccc3c(c2)C(=O)N(C)[C@@H]2CC[C@H](CC(=O)N[C@@H](C)c4ccccc4)O[C@H]2CO3)no1,13,-10,-5,0.8
COc1ccc2c3c([nH]c2c1)[C@H](CO)N(C(=O)Nc1ccc(F)cc1)CC31CN(S(=O)(=O)c2cccc(F)c2)C1,0,26,.,-1.2
C[C@@H]1CN([C@@H](C)CO)C(=O)c2cc(NC(=O)NC3CCCCC3)ccc2O[C@@H](C)CCCCO[C@H]1CN(C)C(=O)NC1CCCCC1,3,-31,-51,0.1
C[C@@H]1CCCCO[C@@H](CN(C)CC2CCCCC2)[C@H](C)CN([C@@H](C)CO)C(=O)c2cc(NC(=O)Nc3ccc4c(c3)OCO4)ccc2O1,11,-62,77,23
C[C@H](CO)N1C[C@H](C)[C@@H](CN(C)S(=O)(=O)c2cccs2)Oc2ccc(NC(=O)Nc3ccc(C(F)(F)F)cc3)cc2C1=O,-4,-21,-37,-1.1
O=C(NC1CCC1)[C@@H]1[C@@H](CO)[C@@H]2Cn3c(ccc(-c4ccncc4)c3=O)[C@H]1N2Cc1cocn1,-1,-1,24,-0.5
CCC(=O)Nc1ccc2c(c1)OC[C@@H](C)N(C(=O)COC)C[C@@H](C)[C@@H](OC)CN(C)C2=O,2,32,-31,0.3
C[C@H](O)C#Cc1cnc2c(c1)C(=O)N([C@@H](C)CO)C[C@H](C)[C@H](CN(C)C(=O)CC1CC1)O2,0,.,9,-0.6
C/C=C/c1ccc([C@H]2[C@H]3CN(C(=O)Nc4ccc(F)cc4)CCCCN3[C@H]2CO)cc1,16,5,61,-0.5
O=C(C[C@H]1C[C@@H]2c3cc(NC(=O)Cc4ccncc4)ccc3O[C@@H]2[C@H](CO)O1)NCc1ccccn1,.,0,13,1.5
# Next entries.
SMILES,C diff HTS,Pf Dd2 growth,Tcruzi prolif,GASC1 inh
C[C@@H]1CN([C@H](C)CO)S(=O)(=O)c2ccc(-c3cncnc3)cc2O[C@H]1CN(C)Cc1cccnc1,6,6,49,4.1
COc1ccc2c3c(n(C)c2c1)[C@H](CO)N(Cc1ccccc1)CC31CN(C(=O)Nc2cccc(F)c2)C1,1,-48,.,-1.3
CC(=O)N(C)C[C@@H]1Oc2ncc(C#CCc3ccccc3)cc2C(=O)N([C@@H](C)CO)C[C@H]1C,-1,-3,-2,0.9
C[C@@H]1CN([C@@H](C)CO)C(=O)c2cccc(NC(=O)C3CC3)c2O[C@H]1CN(C)C(=O)Nc1ccc(F)cc1,-4,-7,108*,-0.8
CCCN(C)C[C@@H]1Oc2ncc(/C=C/c3ccccc3)cc2C(=O)N([C@H](C)CO)C[C@@H]1C,10,-45,27,0.2
CC(=O)N1[C@@H]2c3ccc(-c4cccc(F)c4)c(=O)n3C[C@@H]2[C@@H](CO)[C@@H]1C(=O)NCC1CC1,-1,12,51,0.3
C[C@@H]1CN([C@H](C)CO)S(=O)(=O)c2ccc(C3=CCCC3)cc2O[C@@H]1CN(C)C(=O)CC1CC1,-1,-5,79,-1.6
COc1ccc2c3c(n(C)c2c1)[C@H](CO)N(CC1CC1)CC31CCN(C(=O)CN2CCOCC2)CC1,2,-30,.,-0.4
C[C@H]1CN([C@@H](C)CO)C(=O)c2cc(NC(=O)Cc3ccccc3)ccc2O[C@H]1CN(C)S(=O)(=O)c1ccc(Cl)cc1,-3,?,27,-0.2
CCCNC(=O)N(C)C[C@@H]1Oc2ncc(C#Cc3ccccc3F)cc2C(=O)N([C@@H](C)CO)C[C@H]1C,6,-23,116*,-2.5
CCC(=O)N1CC[C@@H]2[C@H]1c1cc(-c3ccc(C(=O)N(C)C)cc3)ccc1N[C@@H]2CO,-12,-4,105*,1.3
COCC#Cc1cnc2c(c1)C(=O)N([C@H](C)CO)C[C@@H](C)[C@@H](CN(C)Cc1ccccc1)O2,3,-17,-19,.
C[C@H](CO)N1C[C@H](C)[C@H](CN(C)C(=O)Nc2ccc(N3CCN(C)CC3)cc2)OCc2cn(nn2)CCCC1=O,0,-22,-4,2.1
C[C@@H]1CN([C@@H](C)CO)S(=O)(=O)c2ccc(C#Cc3ccncc3)cc2O[C@H]1CN(C)C(=O)Nc1ccc2c(c1)OCO2,-1,?,3,.
COc1ccccc1C(=O)N1C[C@H]2[C@@H](c3ccccc31)[C@@H](CO)N2C(=O)C1CCOCC1,3,0,-10,-2.3
C[C@H](CO)N1C[C@H](C)[C@H](CN(C)S(C)(=O)=O)Oc2ccc(NC(=O)C3CCCCC3)cc2CC1=O,-3,6,29,0.1
COc1ccc2c3c([nH]c2c1)[C@@H](CO)N(Cc1cccnc1)CC31CN(C(=O)CN(C)C)C1,-4,-4,.,-0.5
Cc1noc(C)c1S(=O)(=O)Nc1ccc2c(c1)C(=O)N([C@H](C)CO)C[C@H](C)[C@@H](CN(C)Cc1ccc(-c3ccccc3)cc1)O2,-16,30,-96,3.1
CN(C)C(=O)C[C@@H]1CC[C@H]2[C@H](COc3ccc(NC(=O)NCc4ccccc4)cc3C(=O)N2C)O1,10,6,-2,2.2
C[C@@H]1CCCCO[C@H](CN(C)S(=O)(=O)c2ccc(F)cc2)[C@H](C)CN([C@@H](C)CO)C(=O)c2cc(NS(=O)(=O)c3cn(C)cn3)ccc2O1,3,7,-1,1.2
COc1ccc(NC(=O)N[C@H]2CC[C@@H](CCn3cc(-c4ccccc4F)nn3)O[C@@H]2CO)cc1,-3,-12,3,-1.5
CNC[C@@H]1Oc2ccc(NC(=O)Nc3cccc4ccccc34)cc2CC(=O)N([C@H](C)CO)C[C@H]1C,-2,24,7,-0.8
C[C@@H]1CN([C@@H](C)CO)C(=O)c2cccc(NS(=O)(=O)c3ccc(Cl)cc3)c2O[C@@H]1CN(C)Cc1ccc(Oc2ccccc2)cc1,13,-67,96,-1.7
C[C@@H]1CN([C@H](C)CO)C(=O)c2cccc(NC(=O)Nc3ccc4c(c3)OCO4)c2O[C@H]1CN(C)Cc1ccc(Oc2ccccc2)cc1,9,2,77,8.0
CCCN1[C@@H]2c3ccc(C4=CCCCC4)c(=O)n3C[C@@H]2[C@@H](CO)[C@@H]1C(=O)NCCCN(C)C,2,-21,53,-0.1
# Following part
SMILES,C diff HTS,Pf Dd2 growth,Tcruzi prolif,GASC1 inh
O=C(Nc1ccccc1)N1CC(=O)N2[C@H](CO)[C@H](c3ccc(C#CC4CC4)cc3)[C@@H]2C1,-11,-19,.,1.0
COc1ccc2c3c(n(C)c2c1)[C@@H](CO)N(C(=O)C1CCOCC1)CC31CN(C(=O)C2CCOCC2)C1,0,21,.,5.7
O=C(C[C@@H]1CC[C@@H](NS(=O)(=O)c2ccccc2)[C@H](CO)O1)NCc1ccc(Cl)c(Cl)c1,-4,-26,-49,1.6
O=C(NCc1ccccc1Cl)[C@@H]1[C@@H](CO)[C@@H]2Cn3c(cccc3=O)[C@@H]2N1C(=O)C1CCCC1,-1,5,40,-0.1
C[C@H]1CN([C@@H](C)CO)C(=O)CCCn2cc(nn2)CO[C@H]1CN(C)C(=O)C1CCCCC1,1,14,1,0.9
O=S(=O)(c1cccc(F)c1)N1CC[C@@H]2[C@H]1c1cc(Br)ccc1N[C@@H]2CO,-7,45,71,2.5
CC(C)NC(=O)NCC[C@H]1CC[C@H](NS(=O)(=O)c2ccc(Oc3ccccc3)cc2)[C@@H](CO)O1,.,-3,28,-1.4
C[C@@H](NC(=O)C[C@@H]1C=C[C@@H](NC(=O)Cc2ccccn2)[C@H](CO)O1)c1ccccc1,6,17,50,1.0
COCC(=O)Nc1ccc2c(c1)C(=O)N(C)C[C@H](OC)[C@H](C)CN(Cc1cccc(F)c1)[C@@H](C)CO2,.,-82*,41,-1.2
Cc1noc(C)c1NC(=O)Nc1ccc2c(c1)CC(=O)N([C@@H](C)CO)C[C@@H](C)[C@H](CN(C)C(=O)Nc1cccc3ccccc13)O2,2,29,-36,-0.4
Cc1noc(C)c1NC(=O)N(C)C[C@H]1OCCCC[C@H](C)Oc2ccc(NC(=O)C3CCCCC3)cc2C(=O)N([C@@H](C)CO)C[C@@H]1C,-7,-10,23,2.4
CN1C(=O)c2cc(NC(=O)c3cscn3)ccc2OC[C@H]2O[C@H](CC(=O)NCC3CC3)CC[C@@H]21,-1,4,19,1.5
Cc1ccc(S(=O)(=O)N2C[C@@H](O)COC[C@@H]3O[C@H](CC(=O)NCc4ccc5c(c4)OCO5)CC[C@H]32)cc1,2&-4,.,58,3.3
C[C@H](CO)N1C[C@H](C)[C@@H](CN(C)S(=O)(=O)c2ccccc2)OCc2ccccc2-c2ccccc2C1=O,.,-4,45,1.0
Cc1ccc(S(=O)(=O)Nc2ccc3c(c2)C(=O)N([C@H](C)CO)C[C@H](C)[C@@H](CN(C)Cc2ccc(C(F)(F)F)cc2)O3)cc1,.,-14,76,-3.1
C[C@H](CO)N1C[C@H](C)[C@H](CN(C)S(=O)(=O)c2ccccc2F)OCc2cnnn2CCCC1=O,-1,11&2,-37&15,0.5

# Given as tab-separated lines: part of the list above
molecule	C diff HTS	Pf Dd2 growth	Tcruzi prolif	GASC1 inh
CCCNC(=O)N1[C@H](CO)[C@H](c2ccccc2)[C@H]1CNC(=O)c1ccccc1	3	9	20	-2.4
Cc1ccc(S(=O)(=O)N(C)C[C@@H]2Oc3ccc(NC(=O)c4ccncc4)cc3C(=O)N([C@H](C)CO)C[C@H]2C)cc1	-1	-23	9	-1.0
C[C@H](CO)N1C[C@H](C)[C@H](CN(C)C(=O)Nc2ccc(N3CCN(C)CC3)cc2)OCc2cn(nn2)CCCC1=O	0	-22	-4	2.1
CN1C(=O)c2cc(NC(=O)c3ccccc3)ccc2OC[C@@H]2O[C@H](CC(=O)O)CC[C@@H]21	4	-4	58	1.6
CN(C)CC(=O)N1C[C@@H]2N[C@H](C1)C2c1ccc(/C=C/c2ccccc2)cc1 (stereo partly drawn)	9&3	-91*!	.	-1.1&-5.5
CCC(=O)Nc1ccc2c(c1)OC[C@@H](C)N(C(=O)COC)C[C@@H](C)[C@@H](OC)CN(C)C2=O	2	32	-31	0.3

# Screening data from PubChem BioAssay.
